# HCMV inh – human cytomegalovirus inhibition. activity change, negative = inhibition, % at 57.5 µM. AID 1259415. 410,000 tested, 4.5% active. HFF cells, HCMV-luciferase reporter, 72 h; hits give low values; in the data active means activity change below about -60%; inconclusive means no clear call, values can overlap the other calls; inactive means above about -39%
#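 Luciferase read-out from HCMV-luciferase-infected HFFs (MOI 1 PFU/cell) 72 h post infection at 37C; compounds added after 16 h cell attachment; activity normalized between buffer-only basal and Salinomycin (10uM) inhibitor controls.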
# Giardia FBPA inh – blocks Giardia fructose-bisphosphate aldolase activity. A8B2U2. purified Giardia FBPA. Potency, µM (highest dose often 59.6 µM), without a hit: at the highest dose activity, negative = inhibition, most hits filed as inhibitors. 290,000 tested, 0.71% active; further: potency means the concentration at half of the fitted maximal effect; nearly all actives have a fitted effect of over 55% in size
# Target sequence (A8B2U2 whole entry, looked up): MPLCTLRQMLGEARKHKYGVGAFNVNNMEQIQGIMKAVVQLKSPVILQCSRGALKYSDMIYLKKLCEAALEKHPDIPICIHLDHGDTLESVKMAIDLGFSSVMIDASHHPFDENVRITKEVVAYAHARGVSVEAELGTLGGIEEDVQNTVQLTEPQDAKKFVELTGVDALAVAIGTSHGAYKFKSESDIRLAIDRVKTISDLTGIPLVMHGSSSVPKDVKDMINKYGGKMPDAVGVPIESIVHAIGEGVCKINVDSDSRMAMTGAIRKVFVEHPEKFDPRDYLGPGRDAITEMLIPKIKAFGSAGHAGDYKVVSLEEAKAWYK
#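 40 nM FBPA preincubated 10 min at RT with compound (up to 57.5 uM final), then substrate plus GAPDH/TPI/NAD/arsenate coupling and diaphorase/resazurin added. Fluorescence read after 20 min at RT, 525/598 nm.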
# AmpC inh detg – AmpC beta-lactamase inhibition with detergent present. Potency, µM (series often up to 114 µM), inactives show top-dose activity change, negative = inhibition, hits mostly inhibitors. 370,000 tested, 0.041% active. AmpC hydrolysis of nitrocefin, absorbance 480 nm, 0.01% Triton. AID 485294. P00811;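 further: potency means the concentration at half of the fitted maximal effect; 0% = no-compound wells and -100% = no-enzyme wells; nearly all actives have a fitted effect of over 25% in size; some results filed as inactive show a strong effect at the top dose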
# Target sequence (P00811 whole entry, looked up): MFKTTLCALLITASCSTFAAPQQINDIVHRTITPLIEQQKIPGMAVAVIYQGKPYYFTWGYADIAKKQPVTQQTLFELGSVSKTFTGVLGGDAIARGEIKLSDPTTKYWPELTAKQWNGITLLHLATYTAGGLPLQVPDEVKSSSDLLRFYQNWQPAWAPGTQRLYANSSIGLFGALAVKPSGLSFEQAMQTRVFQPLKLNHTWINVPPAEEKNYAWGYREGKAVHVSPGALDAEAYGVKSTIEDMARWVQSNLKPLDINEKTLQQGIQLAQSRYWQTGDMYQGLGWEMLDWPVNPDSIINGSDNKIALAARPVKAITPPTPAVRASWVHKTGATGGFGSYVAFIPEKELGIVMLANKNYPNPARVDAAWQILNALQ
#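 20 mM phosphate pH 7.0 + 0.01% (detergent screen) or 0.0001% Triton X-100; 5.3 nM AmpC reagent; cpd preinc 15 min RT; nitrocefin (800 uM stock) to start; A480 q20 s × 4 min; Activity was normalised to no-enzyme and no-compound control wells.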
# AmpC inh no detg – inhibitors of E. coli AmpC beta-lactamase without detergent; P00811; 330,000 tested, 0.52% active; AID 485341; AmpC nitrocefin hydrolysis, absorbance 480 nm, 0.0001% Triton; Potency, µM (highest dose often 57.1 µM), inactives show top-dose activity change, negative = inhibition, usual class: inhibitors;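 further: potency means the concentration at half of the fitted maximal effect; plate controls were no compound for no effect and no enzyme for full effect; nearly all actives have a fitted effect of over 20% in size; some results filed as inactive show a strong effect at the top dose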
#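 AmpC (5.3 nM in the dispensed reagent) in 20 mM phosphate pH 7.0 with 0.01% (detergent screen) or 0.0001% Triton X-100 was preincubated with compounds for 15 min at room temperature. Nitrocefin was then added from an 800 uM solution, and hydrolysis was followed at 480 nm.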
# Sm TGR inh – inhibitors of Schistosoma mansoni thioredoxin glutathione reductase; Q962Y6; purified TGR, DTNB reduction, TNB absorbance 405 nm; Potency, µM (series often up to 114 µM), inactives show at the highest dose activity change, negative = inhibition, most hits filed as inhibitors; 360,000 tested, 3% active; further: potency means the concentration at half of the fitted maximal effect; nearly all actives have a fitted effect of over 60% in size
#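 Kinetic colorimetric format: TGR-catalysed, NADPH-driven DTNB reduction monitored via TNB absorbance. Enzyme dispensed at 20 nM; compound exposure 15 min at room temperature before reaction start.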
# HCV inhibitor – blocks hepatitis C virus | Potency, µM (top dose mostly 41.8 µM), for the others: at the highest dose activity change, negative = inhibition, most hits filed as inhibitors | 340,000 tested, 3.4% active | AID 651820 | Huh7.5.1 HCVcc-Cre infection, luciferase reporter, 44 h; further: potency means the concentration at half of the fitted maximal effect
#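 Antiviral activity was scored by luciferase reporter output from cells infected with HCVcc-Cre (~0.5 moi) in presence of compound, 44 h infection period, cells seeded 1,000/well 4 h prior.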
# Active calls of the source: *; u = inconclusive; x = no result given; & = joins results of further samples; [ ] = remark or other dose. Unless noted, the call rests on the fitted dose curve; in most records, active means well fitted curve in the direction sought with a large enough effect; inconclusive means small, poorly fitted or top-dose-only effect, or another doubt; inactive means no such curve, though single readings can be large; an effect the other way counts as inactive or inconclusive. Unless noted, on the % scale 0 is the no-effect control and ±100 the full control effect. Rows were taken by chance (roughly 9.9% active in at least one column).
SMILES,HCMV inh,Giardia FBPA inh,AmpC inh detg,AmpC inh no detg,Sm TGR inh,HCV inhibitor
CCCCC(=O)Nc1nnc(S(=O)(=O)N(CC)c2ccccc2)s1,13,1%,-7%,-16%,5%,1%
CC1CCc2nn(CC(=O)NCCCN3CCCC3=O)cc2C1 (stereo unspecified),2,1%,-6%,-10%,-24%,10%
COc1cccc(-c2csc(N3CCN(C(=S)Nc4ccccc4C)CC3)n2)c1,13,-5%,-2%,-30%,0%,-22%
Cc1csc(NC(=O)CSc2nnc(Cc3cccn3C)n2CCc2ccccc2)n1,-10,1%,-15%,95%[activator],-34%,2%
O=c1cnn(Cc2ccc(Cl)c(Cl)c2)c2ccccc12,-33,2%,-9%,10%,-18%,-24%
Cc1cccc(NCN2C(=O)c3ccccc3C2=O)c1,-14,-4%,2%,-16%,4%,16%
Cc1ccc(-n2nnc3c(=O)n(CC(=O)N4CCC(C)CC4)cnc32)cc1,-25,9%,u,-15%,10%,-22%
COc1ccccc1-n1nnnc1SCC(=O)NCC1CCCO1 (stereo unspecified),-15,x,u,-4%,-1%,5%
CC(CCc1ccccc1)NC(=O)COC(=O)c1ccc([N+](=O)[O-])cc1 (stereo unspecified),1,4%,u,25%,4%,16%
CCCc1cc(=O)oc2c(C)c(OC3CCCCC3=O)ccc12 (stereo unspecified),-31,6%,-10%,-2%,-1%,1%
Cc1ccc(C)c(CSc2nc3ccncc3n2Cc2nc(-c3ccccc3Cl)oc2C)c1,4,x,21%,x,-15%,x
COc1ccc(CN(C)C(=S)Nc2ccc(Cl)cc2Cl)cc1,0,-1%,-3%,-38%,-5%,u
COc1cccc(CNC(=O)Cn2ccc([N+](=O)[O-])n2)c1,-11,-1%,-13%,-15%,-15%,15%
COc1cc(-c2noc(C3CCCN(C(=O)c4c(F)cccc4F)C3)n2)cc(OC)c1OC (stereo unspecified),-2,-1%,u,99%[activator],-1%,u
COC1=C[C@@H]2[C@@H]3Cc4ccc(OC)c(O)c4[C@]2(CCN3C)CC1=O,-68*,-25%,x,x,x,12%
Cc1ccccc1OCC(=O)OCC(=O)Nc1ccc(S(N)(=O)=O)cc1,37,0%,2%,-27%,12%,23%
CN(CCOC(=O)/C=C/c1ccccc1)C(C)(C)C,-8,-7%,-8%,1%,1%,18%
Cc1cc(C)c(C(=O)N2CCCC(N3CCN(c4ccc(F)cc4)CC3)C2)o1 (stereo unspecified),-69*,-1%,-3%,-4%,4%,u
CCN(C(=O)CSc1nnc2c3ccccc3n(CC)c2n1)C1CCS(=O)(=O)C1 (stereo unspecified),35,10%,6%,44%,3%,1%
COc1ccc(NC2=C(c3ccc(OC)cc3)C(=O)c3ccccc32)cc1,-36,3%,-6%,-11%,5%,3%
COc1ccc(Nc2oc(COc3cccc(C)c3)nc2C#N)cc1,-31,-12%,-4%,-25%,-15%,u
Cc1ccc(C(=O)Nc2ccc(S(=O)(=O)N3CCOCC3)cc2)cc1,-14,-7%,1%,-7%,x,-5%
Cc1cccc(N/N=C2/COC(C)(C)CC2=O)c1,27,4%,-10%,-10%,-4%,2%
COCCN1Cc2cccc(C(=O)Nc3ccc(Cl)cc3Cl)c2C1=O,3,x,7%,x,3%,x
Cc1ccc(OCC(=O)Nc2cccc3ccccc23)c([N+](=O)[O-])n1,-10,x,x,-10%,x,-13%
CCS(=O)(=O)Nc1cccc(C2=NN(S(=O)(=O)CC)C(c3cccs3)C2)c1 (stereo unspecified),23,x,-5%,-7%,-10%,16%
COc1ccc(-c2cnn(-c3ccccc3)c2N)cc1OC,1,4%,6%,-6%,7%,-28%
O=C(COC(=O)C1CC2C=CC1C2)Nc1c(Br)cc([N+](=O)[O-])cc1Br (stereo unspecified),-12,x,x,-45%,x,-52%
Cc1ncc(CO)c2c1Oc1nc(-c3ccc(F)cc3)nc(SCc3ccc(F)cc3Cl)c1C2,8,x,-7%,x,-7%,x
O=C(Nc1cc(S(=O)(=O)N2CCCCC2)ccc1O)c1ccccc1NS(=O)(=O)c1ccc(F)cc1,5&20,1%,1%,-25%,3%,18%&4%
O=C(CCN1C(=O)c2cccc3cccc(c23)C1=O)NC1CCS(=O)(=O)C1 (stereo unspecified),9,-1%,-7%,-10%,10%,2%
O=[N+]([O-])c1ccc(C2Nc3cccc4cccc(c34)N2)cc1,53,u,u,-16%,20µM*,1%
CCOC(=O)C1=CN(Cc2ccco2)S(=O)(=O)N(CC)C1c1ccc(F)c(Cl)c1 (stereo unspecified),-7,x,x,-17%,x,-5%[8.37 µM]
Cc1cccc(CSCCNC(=O)c2ccc(CN3CCOCC3)cc2)c1,-32,3%,u,54%,-8%,u
COc1cc(OC)c(CNC2CCCCCC2)cc1Br,12,u,4%,-13%,5%,-7%
COc1cccc(NC(=O)CN(C)C(=O)c2cc(C)oc2C)c1,-8,x,2%,-23%,0%,-11%
CNC(=O)C(C)c1ncc(C(F)(F)F)cc1Cl (stereo unspecified),-16,3%,0%,-1%,7%,1%
COC(=O)c1ccccc1NC(=O)CN1CCC(C(=O)c2ccc3c(c2)OCCO3)CC1,-25,15%,-3%,16%,-1%,u
Cc1ccc(NCc2nc3ccccc3n2CCOc2ccccc2C)cc1,-16,x,10%,x,6%,x
O=C(Nc1nccs1)C1C2CC3OC(=O)C1C3C2 (stereo unspecified),-10,3%,-8%,-10%,4%,13%

# Among those listed so far, 5 contain an aryl thioether with sulfur outside any ring.
SMILES,HCMV inh,Giardia FBPA inh,AmpC inh detg,AmpC inh no detg,Sm TGR inh,HCV inhibitor
Cc1csc(NC(=O)CSc2nnc(Cc3cccn3C)n2CCc2ccccc2)n1,-10,1%,-15%,95%[activator],-34%,2%
COc1ccccc1-n1nnnc1SCC(=O)NCC1CCCO1 (stereo unspecified),-15,x,u,-4%,-1%,5%
Cc1ccc(C)c(CSc2nc3ccncc3n2Cc2nc(-c3ccccc3Cl)oc2C)c1,4,x,21%,x,-15%,x
CCN(C(=O)CSc1nnc2c3ccccc3n(CC)c2n1)C1CCS(=O)(=O)C1 (stereo unspecified),35,10%,6%,44%,3%,1%
Cc1ncc(CO)c2c1Oc1nc(-c3ccc(F)cc3)nc(SCc3ccc(F)cc3Cl)c1C2,8,x,-7%,x,-7%,x

# Additional results
SMILES,HCMV inh,Giardia FBPA inh,AmpC inh detg,AmpC inh no detg,Sm TGR inh,HCV inhibitor
COc1ccc(NC(=O)COC(=O)CCCOc2ccc(Cl)cc2Cl)cc1Cl,-23,0%,u,-26%,1%,0%
COC1=CC(=Cc2c(N)n3nc(CC(=O)N4CCCCC4)sc3nc2=O)C=C(OC)C1=O,-3,x,-6%,0%,u,15%
CCOC(=O)CSc1nc2sc3c(c2c(=O)n1-c1ccc(OC)cc1)CC(C(C)C)OC3 (stereo unspecified),18,x,12%,x,5%,x
CN(C)C(=O)CSc1nnc(C23CC4CC(CC(C4)C2)C3)o1,67,6%,0%,-15%,6%,17%
O=C(NCc1nc2ccccc2[nH]1)C1=C[C@@H](c2csc3ccccc23)C[C@@H](OCc2ccc(CO)cc2)O1,-19,-6%,-1%,-3%,-8%,6%[8.37 µM]
CCN1CCN(C(c2cccs2)C(C)NC(=O)CC(C)C)CC1 (stereo unspecified),26,4%,4%,-4%,3%,7%
COc1ccc(S(=O)(=O)Nc2ccc(-n3cnnn3)cc2)cc1Br,11,x,u,-26%,-5%,u
COc1ccc(C(=O)C[n+]2ccccc2C)cc1,-38,3%,-3%,-25%,2%,4%
CCOc1ccc(C(=O)OCC(=O)Nc2ccc(SC(F)F)cc2)cc1OCC,-28,8%,-1%,-2%,-12%,5%
CCS(=O)(=O)c1ccc2oc(SCC(=O)NC34CC5CC(CC(C5)C3)C4)nc2c1,u,0%,-13%,26%,0%,-23%
OC(CNC1CCCCCC1)COc1cccc2ccccc12 (stereo unspecified),-25,u,0%,-1%,-28%,u
CCCNC(=O)c1onc(CS(=O)(=O)c2cc(C)cc(C)c2)c1C(=O)NCCC,-18,x,x,-15%,x,2%
Cc1ccc(-n2nc(C)c3c(C(=O)NCCc4ccccc4)cc(C)nc32)cc1,4,x,-5%,x,9%,x
O=C1N=C(N2CCN(c3ccccc3)CC2)S/C1=C\c1cn[nH]c1-c1ccccc1,-12,9%,-9%,-7%[2.29 µM],-10%,0%
CC(NCC(=O)Nc1ccccc1C(=O)NC1CC1)c1cccc(C(F)(F)F)c1 (stereo unspecified),14,x,-9%,90%[activator],-4%,-19%
Cc1ccc(S(=O)(=O)N2CCC(c3nnc(-c4cccc(C)c4)o3)CC2)cc1,-92*,x,2%,x,0%,x
O=C(c1ccccc1NS(=O)(=O)c1cccs1)N1CCCC1,-1,-29%,-12%,-5%,5%,21%
O=c1c(Cc2c(F)cccc2Cl)c(O)ccn1CCc1ccccn1,-25,3%,-10%,-2%[2.29 µM],-9%,6%
CC1(c2ccccc2)CC(C)(C)n2c(O)c(C3=NC(=S)NC3=O)c3cccc1c32 (stereo unspecified),-36,3%,3%,-36%,2%,u
Cc1c(Cl)sn(-c2ccc(Cl)cc2)c1=O,-101*,-29%,u,-38%,3.5µM*,2.5µM*

# Of the compounds above, two contain an NH in an aromatic ring:
SMILES,HCMV inh,Giardia FBPA inh,AmpC inh detg,AmpC inh no detg,Sm TGR inh,HCV inhibitor
O=C(NCc1nc2ccccc2[nH]1)C1=C[C@@H](c2csc3ccccc23)C[C@@H](OCc2ccc(CO)cc2)O1,-19,-6%,-1%,-3%,-8%,6%[8.37 µM]
O=C1N=C(N2CCN(c3ccccc3)CC2)S/C1=C\c1cn[nH]c1-c1ccccc1,-12,9%,-9%,-7%[2.29 µM],-10%,0%

# (cont.)
SMILES,HCMV inh,Giardia FBPA inh,AmpC inh detg,AmpC inh no detg,Sm TGR inh,HCV inhibitor
COc1ccc(OCc2nn3c(Cn4cnc5ccccc54)nnc3s2)cc1,-68*,9%,u,0%,-13%,u
COCCN(CCOC)S(=O)(=O)c1ccc(C(=O)Nc2nc(C)c(C(C)=O)s2)cc1,52,13%,-4%,0%,-1%,9%
Cc1cc(NC(=O)COC(=O)C2CC(=O)N(c3ccccc3)C2)no1 (stereo unspecified),-3,0%,-5%,-26%,-2%,3%
Cc1ccc2c(c1)c(=O)c1ccccc1n2CCCC(=O)Nc1ccc(Cl)c(Cl)c1,-37,x,21%,x,7%,x
CC(C)c1ccccc1-n1c(SCC(=O)N2CCc3ccccc3C2)nc2ccccc2c1=O,-95*,16%,7%,-16%,-11%,10µM*
COc1ccc(NC(=O)C2CCCN(c3nn4c(=O)cc(C)nc4s3)C2)c(OC)c1 (stereo unspecified),-27,-15%,0%,31%,17%,-3%
CCCCC(=O)Nc1cc(C)c(O)c(-c2nc3ncccc3o2)c1,-17,x,3%,x,0%,x
Cc1nc2ccccc2c(=O)n1-c1cccc([N+](=O)[O-])c1,-7,2%,-7%,-19%,-23%,3%
O=C(CN(Cc1ccco1)C(=O)CCC(=O)Nc1ccccn1)NCc1ccccc1,-27,1%,-3%,-14%,-6%,0%
CCN=c1scc(-c2ccccc2)n1/N=C/c1ccccn1,x,3%,-10%,46%,4%,u
CCC(c1n[nH]c(=S)n1-c1ccccc1)N(C)C (stereo unspecified),8,u,1%,-12%,8%,14%
Cc1cccc2cc(COC(=O)c3cccs3)c(=O)[nH]c12,-65*,1%,-4%,-7%,-1%,-4%

# Screening data as filed in PubChem.
